Bioassay records as filed in PubChem BioAssay.
MrgX1 allo act = allosterically activates human MrgX1 receptor signaling | Q96LB2 | MrgX1-HEK293, Fluo-4 calcium flux, FDSS; stronger effect = higher value | B-score at 10 µM | 310,000 tested, 0.63% active | AID 588675;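 active = plate-corrected calcium response at least 3 library SD above typical, normal starting fluorescence, not activating the receptor alone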;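 note: compound read alongside a low EC10 to EC30 dose of BAM8-22 agonist; peak minus trough fluorescence over baseline measured at the second addition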
KCNK9 inh = inhibitors of human KCNK9 two-pore domain potassium channel | B-score at 10 µM | 310,000 tested, 1.2% active | HEK293 KCNK9, FluxOR thallium flux fluorescence; stronger effect = lower value;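 active = ratio B-score over 3 SD below the library mean, with starting fluorescence within 5 SD of its mean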;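 note: negative B-score means less thallium flux so channel inhibition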
KCNQ1 inh = human KCNQ1 channel inhibition; AID 2642; CHO-K1 KCNQ1, FluxOR thallium flux fluorescence; stronger effect = higher value; B-score at 10 µM; 310,000 tested, 1.3% active; P51787;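 active = compounds whose thallium flux B-score, printed positive for inhibition, exceeds three library SD while starting fluorescence stays within three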;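 note: channel opened by potassium depolarization with thallium stimulus after 20 min compound exposure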
RGS4 block = human RGS4 inhibition; P49798; HEK293 M3R/RGS4 inducible, Fluo-4 calcium flux; stronger effect = higher value; triggered by carbachol at its EC20; B-score at 10 µM; 310,000 tested, 0.45% active; AID 463165;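 active = B-score, a plate-corrected calcium signal, over three deviations above library mean, with baseline fluorescence within five deviations of library mean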;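 note: RGS4 expression induced by doxycycline in cells with stable M3 receptor; B-score is computed from the integrated fluorescence ratio over baseline after carbachol; higher B-score means a larger calcium signal and so more RGS4 inhibition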
RGS4 pot = potentiators or activators of RGS4 | 310,000 tested, 0.92% active | B-score at 10 µM | HEK293 M3R/inducible RGS4, carbachol calcium flux Fluo4; stronger effect = lower value | AID 463111;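 active = B-score of the integrated calcium signal more than 4 SD below the library mean, with starting fluorescence not abnormally high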;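 note: negative B-score means reduced calcium response which marks RGS4 activation or potentiation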
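Material: M3R-expressing HEK293 line, RGS4 induced by doxycycline | Schedule: Overnight RGS4 induction, 30 min dye load 37 °C, 20 min compound RT | Measured by: Fluo4 fluorescence kinetic imaging of calcium | Read-out: Integrated calcium ratio converted to B score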
KCNQ1 act = potentiators or activators of human KCNQ1 potassium channel; P51787; B-score at 10 µM; CHO-K1 KCNQ1, thallium flux FluxOR fluorescence; stronger effect = higher value; 310,000 tested, 0.35% active;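 active = fluorescence ratio B-score, a plate-corrected score, at least three library SD, with initial intensity B-score within 5 SD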
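Assay system: stable KCNQ1 CHO-K1 line; medium: assay buffer, equal DMSO in all wells; timing: 90 min dye loading and 20 min compound exposure, both at room temperature; technique: kinetic FluxOR thallium fluorescence, 10-s 1-Hz baseline, 110-s post-stimulus read; read-out basis: B score of baseline-normalized fluorescence ratio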
hERG rescue = hERG (human) protection from proarrhythmic block; activation (rescue from dofetilide block), less the hit threshold, % at 10 µM; CHO-hERG, FluxOR thallium flux, dofetilide IC70 present; AID 1511; 310,000 tested, 0.51% active; Q12809;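 active = activation above the mean of controls blocked by dofetilide plus 5 SD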;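 note: thallium influx through hERG after potassium depolarization seen as dye fluorescence rise; in these data hits start at about 4.7%; inactives centre near -7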
TMEM16A inh = blocks the mouse calcium-activated chloride channel TMEM16A; normalized B-score (activity score, 25-100; higher = stronger inhibition) at 10 µM; HEK293 TMEM16A/YFP iodide influx fluorescence, ionomycin; Q8BHY3; AID 588511; 310,000 tested, 1.2% active;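 active = ratio plate-corrected score three or more library SD toward inhibition, starting fluorescence score within five deviations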;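 note: score derived from kinetic fluorescence span divided by baseline fluorescence per well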
Target sequence (Q8BHY3 whole entry, looked up): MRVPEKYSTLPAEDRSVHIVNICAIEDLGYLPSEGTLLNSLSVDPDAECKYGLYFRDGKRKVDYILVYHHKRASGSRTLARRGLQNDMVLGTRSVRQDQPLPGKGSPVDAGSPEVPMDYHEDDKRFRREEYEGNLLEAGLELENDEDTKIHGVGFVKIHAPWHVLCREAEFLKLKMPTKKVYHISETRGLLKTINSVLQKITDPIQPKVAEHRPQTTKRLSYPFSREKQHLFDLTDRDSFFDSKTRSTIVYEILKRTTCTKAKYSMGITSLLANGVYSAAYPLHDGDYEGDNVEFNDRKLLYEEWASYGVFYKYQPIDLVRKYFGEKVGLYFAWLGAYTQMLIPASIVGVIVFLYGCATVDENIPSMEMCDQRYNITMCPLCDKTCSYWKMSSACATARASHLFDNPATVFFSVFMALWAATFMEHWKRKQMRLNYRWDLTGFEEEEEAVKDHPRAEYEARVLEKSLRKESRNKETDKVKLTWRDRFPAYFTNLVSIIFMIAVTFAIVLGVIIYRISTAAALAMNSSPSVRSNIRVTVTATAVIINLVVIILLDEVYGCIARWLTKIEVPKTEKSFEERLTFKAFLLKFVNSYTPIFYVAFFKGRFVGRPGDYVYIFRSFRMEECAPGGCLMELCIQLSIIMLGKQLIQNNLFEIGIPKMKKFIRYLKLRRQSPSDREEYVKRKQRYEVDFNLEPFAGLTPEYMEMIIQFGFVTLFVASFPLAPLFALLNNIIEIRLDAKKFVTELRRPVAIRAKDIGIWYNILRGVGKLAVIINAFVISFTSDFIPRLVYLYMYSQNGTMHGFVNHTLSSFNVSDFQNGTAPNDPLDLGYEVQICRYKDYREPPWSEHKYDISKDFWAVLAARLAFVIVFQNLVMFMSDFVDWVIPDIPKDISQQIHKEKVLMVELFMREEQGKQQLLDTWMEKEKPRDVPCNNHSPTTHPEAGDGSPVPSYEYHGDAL
MrgX1 ag = activates human MrgX1 receptor signaling. Q96LB2. MrgX1-HEK293 cells, Fluo-4 calcium fluorescence, agonist mode; stronger effect = higher value. B-score at 10 µM. 310,000 tested, 0.44% active. AID 588627;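 active = calcium response B-score plate-corrected fluorescence ratio at least 3 library SD, with starting fluorescence B-score inside 5 SD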
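System: HEK293 cells stably expressing human MrgX1 receptor; Dosing: test compound in the initial addition of three; Schedule: overnight plating, then 30 min 37 °C plus 30 min room-temperature dye loading; Detection: kinetic calcium dye fluorescence, Fluo-4 NW; Controls: per-plate positive and negative controls for Z′ factor.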
KCNK3 inh = human KCNK3 channel inhibition, primary screen | CHO-KCNK3 thallium flux, FluxOR fluorescence; stronger effect = lower value | B-score at 10 µM | 340,000 tested, 0.84% active | O14649 | AID 602410;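 active = B-score under library mean minus 4 SD, starting fluorescence ratio at most library mean plus 5 SD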;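 note: more negative B-score means stronger inhibition of thallium flux through KCNK3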
TMEM16A act = mouse TMEM16A channel activation, primary screen | Q8BHY3 | HEK293 TMEM16A/YFP-H148Q/I152L, iodide quench fluorescence; stronger effect = lower value | B-score at 10 µM | 340,000 tested, 0.3% active | AID 623877;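 active = fluorescence-ratio B-score plate-corrected deviation score at least 3 library SD below zero, with starting fluorescence score within 5 deviations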;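 note: channel opened by trigger with iodide after compound preincubation; score built on the fluorescence ratio of max minus min over baseline; more negative score means more quench and so TMEM16A activation or potentiation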
Active calls of the source: *; i = inactive; · = not tested or not shown. The order is random. Share with any hit: about 6.3%.

Values in the order – MrgX1 allo act, KCNK9 inh, KCNQ1 inh, RGS4 block, RGS4 pot, KCNQ1 act, hERG rescue, TMEM16A inh, MrgX1 ag, KCNK3 inh, TMEM16A act
Cc1ccc(CN2CCCNC2=O)cc1
 : i, i, i, i, i, i, -10, i, i, i, i
O=C(NC1CCSC1=O)c1ccc(Cl)cc1 (stereo not drawn)
 : i, i, i, i, i, i, -7, i, i, i, i
O=C1CCCC2(O)C1C(c1cccc(Br)c1)NC(=O)N2Cc1ccccc1 (stereo not drawn)
 : i, i, i, i, i, i, 1, i, i, i, i
COc1ccccc1N1C(=O)C2C(C(=O)c3ccccc3)=NN(c3ccc(Br)cc3)C2C1=O (stereo not drawn)
 : i, -7.2*, i, i, i, i, -21, i, i, i, i
COc1cc2c(cc1OC)C1(C)N(CC2)C(C(C)=O)=NN1c1ccc(Cl)cc1 (stereo not drawn)
 : i, i, i, i, i, i, -15, i, i, i, i
COc1ccc(-n2c(=O)c3ccccc3n(CC(=O)NC3CCCCC3)c2=O)c(OC)c1
 : i, i, i, i, i, i, -12, i, i, i, i
COc1ccccc1C(=O)COC(=O)CN1C(=O)c2ccccc2C1=O
 : i, i, i, i, i, i, -6, i, i, i, i
CCOC(=O)c1ccc(NC(=O)CSc2nc(N3CCOCC3)nc(N3CCOCC3)n2)cc1
 : i, i, i, i, i, i, -6, i, i, i, i
COc1ccccc1CNC(=O)CN1CCC(NC(=O)c2ccccc2F)CC1
 : i, i, i, i, i, i, -5, i, i, i, i
COc1ccc(NC(=O)COC(=O)CCNS(=O)(=O)c2ccccc2)cc1OC
 : i, i, i, i, i, i, -2, i, i, i, i
N#C/C(=C\c1ccc(-c2ccccc2[N+](=O)[O-])o1)C(=O)N1CCOCC1
 : i, i, i, i, i, i, -7, i, i, i, i
O=C(COC(=O)c1cc[n+]([O-])cc1)Nc1ccc([N+](=O)[O-])cc1
 : i, i, i, i, i, i, -19, i, i, i, i
CSc1nc(C(=O)N2CCc3c([nH]c4ccccc34)C2c2ccccn2)cs1 (stereo not drawn)
 : i, -9.7*, i, i, i, i, -7, i, i, i, i
CC(C)c1nc(CNC(=O)c2cc(COc3c(F)cccc3F)on2)cs1
 : i, i, i, i, i, i, -3, i, i, i, i
Cc1nc(-c2ccc(NC(=O)c3ccco3)cc2)cs1
 : i, i, i, i, i, i, -2, i, i, i, i
O=C(NCCc1ccccc1)C(=O)NC1CCCCC1
 : i, i, i, i, i, i, -1, i, i, i, i
COC(=O)c1cc(Nc2cc(C)c3ccc(O)cc3n2)cc(C(=O)OC)c1
 : i, i, i, i, i, i, -8, i, i, i, i
COc1ccc2oc(C(=O)OCC(=O)Nc3ccc(C(=O)N(C)C)cc3)c(C)c2c1
 : i, i, i, i, i, i, -2, i, i, i, i
COc1ccc(Cl)cc1S(=O)(=O)N1CCC(C(=O)NCCc2ccccc2)CC1
 : i, i, i, i, i, i, -11, i, i, i, i
O=C(Cn1cnc([N+](=O)[O-])n1)N/N=C/c1cc(Cl)ccc1O
 : i, i, i, i, i, i, -18, i, i, i, i
COC(=O)C(O)(NC(=O)OCc1ccccc1)C(F)(F)F (stereo not drawn)
 : i, i, i, i, i, i, -3, i, i, i, i
O=C(N1CCCCCC1)N1CCN(S(=O)(=O)c2ccccc2)CC1
 : i, i, i, i, i, i, -10, i, i, i, i
COc1ccccc1-c1nc2ccccc2c(=O)n1O
 : i, i, i, i, i, i, -4, i, i, i, i
Cc1cc(Nc2cccc([N+](=O)[O-])c2)c2cccc(C)c2n1
 : i, i, i, i, i, i, 2, i, i, i, i
O=C(O)c1ccccc1C(=O)NNc1ccc(Cl)cc1Cl
 : i, i, i, i, i, i, -5, i, i, i, i
Cc1cc(C)cc(CC2CC(=O)N(c3ccc(Cl)cn3)C2=O)c1 (stereo not drawn)
 : i, i, i, i, i, i, -3, i, i, i, i
CCOC(=O)c1c(NC(=S)NCc2ccccc2)sc2c1CCN(C(=O)OCC)C2
 : i, i, i, i, i, i, -9, i, i, i, i
CN1/C(=C/C(=S)NC(=O)C2(C)CC2(Cl)Cl)C(C)(C)c2ccccc21 (stereo not drawn)
 : i, i, i, i, i, i, -16, i, i, i, i
COc1ccc(-n2ncc(C(C)NS(=O)(=O)c3ccc(C(C)=O)cc3)c2C)cc1 (stereo not drawn)
 : i, i, i, i, i, i, -12, i, i, i, i
Cc1ccc2[nH]c(=O)c(CN(CCN3CCOCC3)C(=O)Nc3ccc(F)cc3)cc2c1
 : i, i, i, i, i, i, -6, i, i, i, i
O=C(/C=C/c1ccccc1)NCC1(c2ccccc2)CCOCC1
 : i, i, i, i, i, i, -3, i, i, i, i
CCOc1cc(/C=N/Nc2cccc(C(=O)O)c2)ccc1OC(=O)c1ccccc1
 : ·, i, i, i, i, i, -4, ·, ·, i, i
COc1ccc(CCNC(=O)c2ccc3c(c2)S(=O)(=O)N=C2CCCCCN23)cc1
 : i, i, i, i, i, i, -18, i, i, i, i
Cc1ccc(Cn2ccc(NC(=O)c3cc(-c4ccccc4)on3)n2)cc1
 : i, i, i, i, i, i, 1, i, i, i, i
CCOC(=O)c1c(-c2ccccc2)csc1NC(=O)/C(C#N)=C/c1ccc(O)c(OC)c1
 : 117*, i, i, i, i, i, -8, i, i, i, i
COc1ccc(CCNC(=O)c2cnc3n(c2=O)CCS3)cc1OC
 : i, i, i, i, i, i, -9, i, i, i, i
Cc1nn(-c2ccccc2)c(Cl)c1C(=O)Nc1ccc(N2CCOCC2)cc1
 : i, i, i, i, i, i, -14, i, i, i, i
CCC(C)N(C)C(=O)c1cc2ccccc2c(-c2ccccc2Cl)n1 (stereo not drawn)
 : i, i, i, i, i, i, -11, i, i, i, i
CC(/C=C/c1ccccc1)=N/O
 : i, i, i, i, i, i, -8, i, i, i, i
COc1cc(OC)cc(C(=O)N[C@H](C(=O)NCc2cccs2)C(C)C)c1
 : i, i, i, i, i, i, -7, i, i, i, i
COc1ccccc1CNC(=O)CCNS(=O)(=O)c1cc(Br)cnc1N
 : i, i, i, i, i, i, -9, i, i, i, i
COc1ccc(N2CCN(C(=O)CSc3nnc4ncccn34)CC2)cc1
 : i, i, i, i, i, i, -12, i, i, i, i
Cc1ccc(S(=O)(=O)N(C)c2ccc(OCC(=O)Nc3cccc(-n4cnnn4)c3C)cc2)cc1
 : i, i, i, i, i, i, -12, i, i, i, i
Cn1c(=O)[nH]c(=O)c2c1nc(SCC(=O)O)n2Cc1ccccc1
 : i, i, i, i, i, i, -3, i, i, i, i
O=C(Nc1cc(Cl)ccc1Oc1ccccc1)c1ccc(F)cc1
 : i, i, i, i, i, i, -8, i, i, i, i
Cc1ccc(Cl)c(OCC(=O)NCC(c2cccs2)N2CCOCC2)c1 (stereo not drawn)
 : i, i, i, i, i, i, -14, i, i, i, i
O=C(NC1CCCCC1)c1ccc(CNc2c(N3CCOCC3)c(=O)c2=O)cc1
 : i, i, i, i, i, i, -15, i, i, i, i
COc1cc(C(CCN2CCCC2)c2c(OC)cc(OC)c3c(C)cc(=O)oc23)cc(OC)c1OC (stereo not drawn)
 : i, i, i, i, i, i, -14, i, i, i, i
CC1CCCCC1NC(=O)COC(=O)c1ccc(S(=O)(=O)N2CCOCC2)cc1 (stereo not drawn)
 : i, i, i, i, i, i, -3, i, i, i, i
CCn1c(C)nc([N+](=O)[O-])c1C(=O)O
 : i, i, i, i, i, i, -3, i, i, i, i
COc1ccc(N2CCN(Cc3nc(N)nc(N4CCCc5ccccc54)n3)CC2)cc1
 : i, i, i, i, i, i, -7, i, i, i, i
Cc1ccc(NC(=O)CC(N)=S)cc1
 : i, i, i, i, i, i, -10, i, i, i, i
CC(C)(C)c1ccc(Cn2cnc(-c3ccc([N+](=O)[O-])cc3)c2)cc1
 : i, i, i, i, i, i, -8, i, i, i, i
CC1CCCCC12NC(=O)N(CC(=O)Nc1ccc(N3CCOCC3)cc1)C2=O (stereo not drawn)
 : i, i, i, i, i, i, -2, i, i, i, i
CSCC(=O)N1CCCC(CO)(Cc2ccccc2C)C1 (stereo not drawn)
 : i, i, i, i, i, i, -10, i, i, i, i
Cc1ccc(OC(=O)c2ccccc2P(=O)(O)O)cc1
 : i, i, i, i, i, i, -4, i, i, i, i
O=C(OC(C(=O)NCc1ccccc1)c1ccccc1F)c1ccco1 (stereo not drawn)
 : i, i, i, i, i, i, -4, i, i, i, i
C=CCn1c(SCC(=O)Nc2cc(C)nn2-c2ccccc2)nnc1C1CCCCC1
 : i, i, i, i, i, i, -14, i, i, i, i
Cc1ccc(S(=O)(=O)N(CC(=O)Nc2ccccc2C(=O)O)c2ccc(Cl)cc2)cc1
 : i, i, i, i, i, i, -22, i, i, i, i
Cc1ccc(N=Nc2ccc(O)c3ncccc23)cc1C
 : i, i, i, i, i, 11*, -1, i, i, i, i

Next part
Values in the order – MrgX1 allo act, KCNK9 inh, KCNQ1 inh, RGS4 block, RGS4 pot, KCNQ1 act, hERG rescue, TMEM16A inh, MrgX1 ag, KCNK3 inh, TMEM16A act
COc1ccc(Cc2nc(C(=O)Nc3ccc(Cl)cc3)cs2)cc1
 : i, i, i, i, i, i, -11, 100*, i, -18*, i
CCC(=O)NC(=S)Nc1cccc(NC(=O)c2ccccc2C)c1
 : i, i, i, i, i, i, -10, i, i, i, i
CCOC(=O)CSc1nc2cc3c(cc2cc1C#N)OCCO3
 : i, i, i, i, i, i, -6, i, i, i, i
CN(C(=O)Nc1ccc(Cl)cc1)n1cnc2ccccc2c1=O
 : i, i, i, i, i, i, -4, i, i, i, i
CC(Oc1ccc2ccc(=O)oc2c1)C(=O)NCCCn1ccnc1 (stereo not drawn)
 : i, i, i, i, i, i, -10, i, i, i, i
O=C(Cc1cccc2ccccc12)Nc1ccc(Br)cc1C(=O)O
 : i, i, 10*, i, i, i, -5, i, i, i, i
CC(C)c1cccc(C(C)C)c1NC(=O)CNCC(O)c1ccccc1 (stereo not drawn)
 : i, i, i, i, i, i, -8, i, i, i, ·
